Source: PubChem BioAssay (National Center for Advancing Translational Sciences (NCATS))
FLuc counter – counter-screen for miR-21 project: firefly luciferase inhibitors or activators; purified FLuc, Km substrates, luminescence inhibition; Potency, µM (highest dose often 57.5 µM), without a hit: at the top dose activity change, negative = inhibition, hits mostly inhibitors; actives 6.9% (n = 360,000);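 note: plate controls were vehicle for no effect and reference inhibitor for full effect; nearly all actives have a fitted effect of over 55% in size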
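Biochemical qHTS of compounds, final roughly 60 µM downward over six points, against 10 nM purified firefly luciferase using Km concentrations of substrates (10 uM D-luciferin, 10 uM ATP) in Tris acetate pH 7.5 buffer; luminescence output.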
Rab9 prom act – activators of Rab9 promoter; Huh7 Rab9 promoter-luciferase reporter, luminescence, 24 h; Potency, µM (series often up to 9.22 µM), for inactives: at the highest dose activation, negative = inhibition, most hits filed as activators; actives 2.8% (n = 320,000); note: % of control where 0% means no effect; nearly all actives have a fitted effect of over 60% in size
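Luminescence read-out: Huh7 cells stably expressing Rab9-luciferase, treated 24 h with compound at 37 °C, then lysed with luciferase reagent for 10 min at ambient before reading.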
ELG1 genotoxic – induces genotoxicity in HEK293T cells with luciferase-tagged ELG1; Potency, µM (series often up to 46 µM), for inactives: at the highest dose activity change, positive = activation, usual class: activators; HEK293T ELG1-luciferase reporter, luminescence, 16 h; actives 1.3% (n = 330,000); AID 504466; note: % of control where 0% means no effect; nearly all actives have a fitted effect of over 60% in size
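Step 1: seed 2,000 HEK293T ELG1-luciferase cells per well. Step 2: add compound or DMSO, incubate 16 hr at 37 °C. Step 3: ONE-Glo, 30 min at room temperature, read luminescence.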
MBNL1-CUG inh – MBNL1-poly(CUG) RNA binding inhibition; Potency, µM (series often up to 57.5 µM), for inactives: at the highest dose activity change, negative = inhibition, most hits filed as inhibitors; TR-FRET MBNL1-His/biotin-(CUG)12 binding, 665/545 ratio; actives 0.036% (n = 280,000); active = well fitted inhibition curve with a large enough effect in the signal ratio, with a control signal flat, not every such curve was filed as active; inconclusive = small, poorly fitted or top-dose-only effect, or effect the other way, or a change in a side signal; inactive = no such curve, though single readings can be large or run the other way; the % refers to the signal ratio; note: % is set by controls: 0 for no effect and ±100 for the full control effect
Target sequence (Q9NR56 whole entry, looked up): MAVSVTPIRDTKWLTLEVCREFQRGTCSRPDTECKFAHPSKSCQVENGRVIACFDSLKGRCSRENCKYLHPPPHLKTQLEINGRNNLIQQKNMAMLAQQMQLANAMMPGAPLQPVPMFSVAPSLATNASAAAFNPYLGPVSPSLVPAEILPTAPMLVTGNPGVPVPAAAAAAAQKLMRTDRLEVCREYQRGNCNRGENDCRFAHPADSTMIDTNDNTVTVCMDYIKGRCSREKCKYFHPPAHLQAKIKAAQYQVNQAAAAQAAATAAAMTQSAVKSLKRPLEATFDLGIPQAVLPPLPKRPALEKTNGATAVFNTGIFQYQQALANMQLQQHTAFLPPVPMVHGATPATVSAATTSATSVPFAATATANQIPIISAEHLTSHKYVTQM
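Ratiometric TR-FRET (665 over 545 nm, excitation 340 nm) tracks disruption of MBNL1-His/biotin-(CUG)12 complex after 60 min at room temperature, with compounds at 92 nM to 58 uM final.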
RORgamma inh – blocks mouse ROR gamma transcriptional activity. P51450. Drosophila S2 Gal4-RORgamma UAS-luciferase reporter, 20 h. Potency, µM (series often up to 53.6 µM), for inactives: at the highest dose activity change, negative = inhibition, most hits filed as inhibitors. actives 5.4% (n = 310,000); note: % is set by controls: 0 for no effect and ±100 for the full control effect; nearly all actives have a fitted effect of over 60% in size
Target sequence (P51450 whole entry, looked up, the tested form may be a part): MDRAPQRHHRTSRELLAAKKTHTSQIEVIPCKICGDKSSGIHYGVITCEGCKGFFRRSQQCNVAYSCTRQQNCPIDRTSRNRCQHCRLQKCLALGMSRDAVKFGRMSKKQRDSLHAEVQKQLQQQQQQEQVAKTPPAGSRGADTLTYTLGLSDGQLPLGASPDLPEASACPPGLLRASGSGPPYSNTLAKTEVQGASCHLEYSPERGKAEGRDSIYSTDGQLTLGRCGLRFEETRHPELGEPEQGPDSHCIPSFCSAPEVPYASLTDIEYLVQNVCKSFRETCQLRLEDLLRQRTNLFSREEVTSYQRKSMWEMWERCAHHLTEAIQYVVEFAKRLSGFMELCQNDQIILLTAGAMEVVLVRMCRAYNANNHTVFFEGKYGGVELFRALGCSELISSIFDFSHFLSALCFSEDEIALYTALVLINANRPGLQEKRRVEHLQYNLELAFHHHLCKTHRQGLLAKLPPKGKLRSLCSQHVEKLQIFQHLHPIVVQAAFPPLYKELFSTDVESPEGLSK
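In this cell-based reporter format, copper sulfate (700 uM final) drives Gal4–ROR gamma fusion expression from a metallothionein promoter in Drosophila Schneider cells; compounds preincubated 1 hr, reporter read after 20 hr at ambient temperature.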
NPC1 promoter act – NPC1 promoter activation | Huh7 NPC1 promoter luciferase reporter, 24 h | Potency, µM (doses to about 9.22 µM), inactives show at the highest dose activation, actives largely listed as activators | actives 2.4% (n = 320,000) | AID 485313;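 note: % of control where 0% means no effect; nearly all actives have a fitted effect of over 60% in size; reporter is driven by a mutant NPC1 promoter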
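Readout is luciferase luminescence, reflecting NPC1 promoter activation in stably transfected Huh7 cells after 24 h compound exposure at 37 °C in reduced-serum medium with 10% FBS.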
Gal4-VP16 FLuc – counter-screen for ROR gamma inhibitors: Gal4-VP16 reporter. Drosophila S2 Gal4-VP16 UAS-luciferase, luminescence, 20 h. Potency, µM (series often up to 53.6 µM), inactives show at the top dose activity, negative = inhibition, hits mostly inhibitors. actives 3.5% (n = 310,000);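 note: Gal4-VP16 expression switched on by copper sulfate through the metallothionein promoter; % is set by controls: 0 for no effect and ±100 for the full control effect; nearly all actives have a fitted effect of over 50% in size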
BRCA1 expr up – BRCA1 expression activation | Potency, µM (top dose mostly 46.1 µM), inactives show top-dose activation, actives largely listed as activators | MCF7-BRCA1-FFLuc reporter, luminescence, 48 h; response scale: scaled: vehicle 0%, 10 µM genistein 100% | actives 1.1% (n = 380,000); note: nearly all actives have a fitted effect of over 80% in size; some results filed as inactive show a strong effect at the top dose
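Luminescence from a BRCA1-driven firefly luciferase in MCF7 cells was read after 48 h compound exposure at 37 C. Data normalized against DMSO and a 10microM genistein activation control, then curve-fitted across the titration.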
uPA generation – cell surface uPA generation inhibition; cell surface uPA generation assay, qHTS; Potency, µM (highest dose often 38.3 µM), inactives show top-dose activity change, negative = inhibition, actives largely listed as inhibitors; actives 0.31% (n = 330,000); active = well fitted inhibition curve with a large enough effect; inconclusive = small, poorly fitted or top-dose-only effect; inactive = no such curve, though single readings can be large or run the other way; tested in mouse RAW 264.7 cells; note: % is set by controls: 0 for no effect and ±100 for the full control effect; nearly all actives have a fitted effect of over 55% in size
p53 reactivator – restores transcriptional activity of mutant p53 | actives 0.063% (n = 320,000) | Potency, µM (highest dose often 92.2 µM), for inactives: top-dose activity change, positive = activation, usual class: activators | H1299 p53-A138V BP100-luciferase reporter, luminescence, 24 h; note: % of control where 0% means no effect; nearly all actives have a fitted effect of over 45% in size
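p53-null H1299 cells stably carrying temperature-sensitive p53-A138V and a BP100-luciferase reporter were pinned with compounds (4-point, 1:5 series) and held 24 hrs at 37 deg C. Luminescence was read 10 min after detection reagent.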
* marks the source's active call; other numbers are inactive results; ? = inconclusive; / = not tested or not shown; & = joins results of further samples; [ ] = another dose, or the depositor's remark. Unless noted, calls come from the whole dose curve; as a rule, active = well fitted curve in the direction sought with a large enough effect; inconclusive = small, poorly fitted or top-dose-only effect, or another doubt; inactive = no such curve, though single readings can be large; an effect the other way counts as inactive or inconclusive. Potency is the fitted concentration of half-maximal effect.

Sample of the layout, 2 compounds:
Values run as follows: NPC1 promoter act | Rab9 prom act | BRCA1 expr up | ELG1 genotoxic | Gal4-VP16 FLuc | uPA generation | FLuc counter | p53 reactivator | MBNL1-CUG inh | RORgamma inh
Nn1c(SC/C=C/c2ccccc2)nnc1-c1cccnc1
 : 2% | -1% | -2% | 0% | -2% | -3% | -12% | -4% | -14% | 30%
CC(=O)Nc1ccc2oc(C)nc2c1
 : 0% | 2% | -1% | -1% | -8% | -3% | -2% | -3% | -8% | -4%

The whole of this part, from the first entry:
Values run as follows: NPC1 promoter act | Rab9 prom act | BRCA1 expr up | ELG1 genotoxic | Gal4-VP16 FLuc | uPA generation | FLuc counter | p53 reactivator | MBNL1-CUG inh | RORgamma inh
Nn1c(SC/C=C/c2ccccc2)nnc1-c1cccnc1
 : 2% | -1% | -2% | 0% | -2% | -3% | -12% | -4% | -14% | 30%
CC(=O)Nc1ccc2oc(C)nc2c1
 : 0% | 2% | -1% | -1% | -8% | -3% | -2% | -3% | -8% | -4%
Cc1ccc(CCNC(=O)C2CCN(S(=O)(=O)c3ccc4c(c3)CCC(=O)N4)CC2)cc1
 : 0% | -1% | -5% | 17% | -7% | 15% | -1% | -6% | 3% | -10%
Cc1cc(OCC(=O)Nc2ccc(S(=O)(=O)NC3=NCCCCC3)cc2)c(C(C)C)cc1Cl
 : 3% | 2% | -45% | -7% | -22% | -1% | 3% | 6% | / | ?
COc1cc(OC)c(C2C(C#N)=C(N)Oc3cc(C)n(CCCN4CCOCC4)c(=O)c32)cc1OC (stereo not given)
 : 0% | 3% | 1% | -2% | -10% | -3% | 3% | 9% | 6% | -1%
CCc1nnc(NC(=O)CN2C(=O)/C(=C/c3cc(OC)c(OC)c(OC)c3)SC2=S)s1
 : 0% | -3% | -13% | 0% | ? | 11% | -2% | -4% | 0% | 16µM*
Cc1nc2ccccc2n1/C(=N\S(=O)(=O)c1ccccc1)c1ccccc1
 : -3% | 1% | -20% | 3% | -2% | -1% | 2% | -10% | -16% | -16%
CCCc1cc(=O)oc2cc(OCc3ccc(C(=O)O)cc3)ccc12
 : ? | ? | 64% | 25% | -4% | -4% | ? | 2% | 7% | 2%
Clc1ccc(-c2ccc(CNCc3ccccn3)o2)cc1
 : ? | 24% | ? | 4% | ? | -25% | 15µM* | 6% | 19% | ?
CC1Cc2ccccc2N1C(=O)CN1C(=O)NC2(CCCCC2)C1=O (stereo not given)
 : -7% | -2% | 17% | -1% | / | -12% | 0% | -11% | / | /
COc1ccc(OCC(O)COc2ccc(C(=O)O)cc2)cc1 (stereo not given)
 : 3% | -3% | 1%[1.84 µM] | 3% | 0% | -2% | 15µM* | -5% | -5% | 2%
COc1ccc(OCCCC(=O)N2CCN(S(=O)(=O)c3cccc(F)c3)CC2)cc1
 : -2% | -7% | -21% | -5% | / | 3% | 0% | 0% | / | /
Cc1ccccc1C(=O)N1CCN(c2ccc(NC(=O)c3ccco3)cc2Cl)CC1
 : -3% | -9% | -77% | -33%[inhibitor] | 6.3µM* | -15% | 2% | -32%[inhibitor] | -1% | ?
COc1cc(NC(=O)c2ccc3c(SCC(=O)O)c4c(nc3c2)CCCC4)cc(OC)c1OC
 : -3% | -4% | -16% | 19% | 1%[10 µM] | 5% | ? | 9% | -18% | 5%
COc1ccc(C(=O)Nc2cc(C)c(NC(=O)c3ccccc3OC)cn2)cc1
 : 27% | ? | ? | -11% | ? | -11% | 2.1µM* | 0% | 9% | -28%
Nc1n[nH]c2ccccc12
 : 2% | -1% | -4% | -1% | -7% | -28% | 0% | -6% | -4% | -8%
O=C(NN=C1CCN(Cc2ccccc2)CC1)c1ccccc1
 : 1% | -6% | -19% | 4% | 7% | 3% | 1% | 18% | -11% | -39%
C=CCC(C#Cc1ccc(C)cc1)N(CC)CC (stereo not given)
 : -1% | 1% | 2% | 0% | 8% | 0% | 1% | 5% | -3% | 0%
CC(=O)c1c(C)n(C)c2ccc(OC(=O)c3ccco3)cc12
 : 1% | -4% | 7% | 2% | -2% | 5% | -6% | 1% | 8% | -5%
CC(C)(C)NC(=O)c1cccc(NC(=O)c2ccc3c(c2)C(=O)N(C(C)(C)C)C3=O)c1
 : 0% | -4% | -33% | 0% | -23% | -14% | 11µM* | 12% | ? | ?
N#Cc1ccc(C2N=C(c3ccccc3)NO2)cc1 (stereo not given)
 : 1.3µM* | 1.8µM* | 2.5µM* | 5.2µM* | 1% | 0% | 11µM* | ? | 3% | -28%
COC(=O)c1ccc(NC(=O)c2cc[n+]([O-])cc2)cc1
 : -1% | 0% | 16% | 0% | 10% | 0% | -2% | / | 16% | ?
O=[N+]([O-])c1ccc(N(CCO)Cc2ccccc2)c([N+](=O)[O-])c1
 : 0% | 0% | -23% | -2% | -1% | -26% | -5% | 15% | ? | ?
O=C(CSc1nnc2c(n1)[nH]c1ccccc12)NCc1ccccc1F
 : -2% | -2% | -22% | 5% | -5% | 3% | 0% | ? | 3% | -9%
CC(=O)N1CCOc2ccc(S(=O)(=O)Nc3ncccc3C)cc21
 : 2% | -3% | 3% | 0% | 2% | -10% | 1% | 4% | -2% | -13%
CCOC(=O)C1(Cc2ccc(OC)cc2)CCN(C(=O)c2sc(C)nc2C)CC1
 : -5% | -14% | -20% | -6% | 0% | 7% | -12% | -3% | 1% | ?
O=C(CCc1nnc2ccc(NCc3ccco3)nn12)N1CCN(c2ccc(F)cc2)CC1
 : 0% | -2% | 19% | 1% | -8% | -5% | 1% | -5% | -7% | 40%
O=C(Cn1cc2c(n1)CCCC2)NCCCN1CCN(c2ccccc2F)CC1
 : -3% | -1% | 10% | 0% | 5% | 8% | 2% | 4% | -7% | 3%
O=C(Nc1cccc2ccccc12)c1onc2c1CCCC2
 : 21% | ? | 9% | 16µM* | 1% | -3% | 8.5µM* | ? | 7% | -24%
CCn1c(CNC(=O)Cc2ccc(OC)cc2)nnc1SCC(=O)Nc1ccc(C(=O)O)cc1
 : -3% | 2% | 1% | 2% | 3% | 3% | ? | 3% | 0% | 1%
CCCCN(Cc1ccccc1)S(=O)(=O)c1c(N)n(C)c(=O)n(C)c1=O
 : -4% | 10% | -15% | 0% | 2% | 0% | 4% | 0% | 2% | 5%
COc1ccccc1NC(=O)NCCCl
 : -4% | -2% | 15% | 0% | -14% | -4% | 4% | 5% | 10% | ?
CN(C)N1C(N)=C(C#N)C(c2ccc3c(c2)OCO3)C2=C1CCCC2=O (stereo not given)
 : 2% | -1% | -15% | -3% | 6% | 0% | -1% | -5% | -5% | 4%
CC(C)(C)CC(=O)Nc1ccccc1N1CCN(c2ccc(F)cc2)CC1
 : -6% | -2% | -24% | -4% | -4% | 12% | 1% | / | -1% | -5%[1.91 µM]
O=C(Cc1ccccc1)NNC1CC(=O)N(c2ccccc2)C1=O (stereo not given)
 : -1% | -4% | -6% | 2% | -10% | 7% | 1% | 3% | 0% | -7%
COc1cc(NC(=O)c2ccc(COCC(F)(F)F)cc2)cc(OC)c1OC
 : 2% | 3% | -3% | 2% | -7% | -2% | -20% | 3% | 3% | 42%
NC(=O)c1nsc(C(=O)N(CC(=O)NCc2ccccc2)c2cccc(F)c2)c1N
 : 0% | 4% | -17% | -3% | -2% | 10% | 0% | -5% | ? | ?
O=S(=O)(c1ccc(-n2cnnn2)cc1)N1CCN(c2ccccc2F)CC1
 : -10% | -7% | 0% | -4% | -7% | -2% | -3%&0% | -3% | -4% | -2%
CC(=O)c1cccc(NC(=O)CSc2nc(=O)n(CCN3CCOCC3)c3c2CCCC3)c1
 : -4% | -1% | 2% | 3% | / | 0% | -2% | 0% | / | /
CSc1ncccc1C(=O)Nc1cc(C)ccn1
 : 5% | 5% | 22% | 5% | -7% | -6% | 2% | 15% | 0% | 37%
O=C(O)c1ccc(-n2[nH]c3c(c2=O)CCCC3)cc1
 : -2% | 13% | -6% | 6% | -4% | -2% | -5% | 2% | 4% | 12%
Cn1c(-c2ccccc2O)cc2ccccc21
 : -6% | -3% | -9% | -3% | -7% | -2% | -5% | 27% | 10% | ?
C#CCOCCOCCOCCNc1nc(N2CCN(C(=O)C([C@@H](C)O)n3cc([C@@H](N)CCCCN)nn3)CC2)nc(N2CCN(C(=O)[C@H](CCCCN)n3cc(CN)nn3)CC2)n1 (stereo not given in full)
 : / | / | 9% | -3% | / | 3% | / | 3% | / | /
Cn1nc(C(=O)N2CCc3ccccc32)c2ccccc2c1=O
 : -10% | -11% | -2% | 7% | 9% | 4% | 3% | -2% | 0% | 3%
COc1cccc2c1OC1(C)CC2/C(=C(\C)O)C(=O)N1 (stereo not given)
 : 1% | -5% | -6% | 3% | -13% | 16% | -3% | -2% | 4% | -29%
COc1ccc(C(=O)COC(=O)CN2C(=O)NC(C)(C)C2=O)cc1OC
 : -3% | 13% | 26%[1.84 µM] | 3% | -1% | -3% | 2% | 10% | -8% | 0%
CCc1ccc(CCC(=O)Nc2nnc(CC)s2)o1
 : -6% | 0% | 4% | 2% | 19% | -5% | 2% | 1% | -8% | ?
